HSF-1 act = increases HSF-1 driven luciferase reporter signal; NIH3T3-HGL HSF-1 luciferase reporter, MG132, 8 h; 100% = twice DMSO control signal; activation, % at 9 µM; 300,000 tested, 1.7% active; AID 504408;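 active = mean replicate activation of at least 50% with a set share of replicates each reaching 50%; inconclusive = only one of those two conditions met; inactive = mean below 50% and too few replicates reaching it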;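 note: 0% = median of the neutral control wells and 100% = twice that signal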
HSF1 inh = HSF1 inhibition; NIH3T3-HGL HSE-luciferase, MG132-induced, luminescence 8 h; active compounds read low; activity change, negative = inhibition, % at 7.5 µM (by protocol); 300,000 tested, 0.77% active;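 active = more than half of replicate wells show activity change below -50%, luminescence cut by over half; inconclusive = some wells, but at most half, below -50%; inactive = no replicate well below -50%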;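 note: luciferase reports HSF-1 transcriptional activity via heat shock element; 0% = median of DMSO wells and -100% = zero luminescence signal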
aSyn UTR inh = 5' untranslated region of α-synuclein, MLPCN primary screen | alpha-synuclein 5'UTR reporter, inhibitor activity | inhibition, % (tested at 7.5 µM) | 300,000 tested, 0.82% active | AID 1813; in the data active = inhibition above about 60%; inconclusive = no clear call, values can overlap the other calls;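 note: H4 neuroglioblastoma cells stably carrying SNCA 5'UTR luciferase fusion; 0% = DMSO wells and 100% = positive control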
Platelet DG rel = platelet dense granule release activity; inhibition, %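 (compounds screened at 7.5 µM in platelet-rich plasma)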; 300,000 tested, 0.22% active; human platelet-rich plasma, SFLLRN dense granule ATP release, luminescence;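 active = mean replicate score, as percent of positive control, at or above 50; inconclusive = mean below 50 but at least one replicate at or above 50; inactive = mean and every replicate below 50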
HSP90 inh = inhibitors of HSP90 luciferase refolding in rabbit reticulocyte lysate. luciferase refolding luminescence, 3 h. inhibition, % at 5.6 µM. 290,000 tested, 0.91% active. AID 1789;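 active = inhibition above the screen-wide mean plus 3 SD, computed separately per campaign, cut at about 16% in these data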;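 note: 0% = DMSO wells and 100% = 60 µM geldanamycin wells; inhibitors lower the luminescence because luciferase stays unfolded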
HIF activator = HIF pathway transcriptional activation. U2OS HRE-luciferase reporter, luminescence; normalized: DMSO 0%, desferrioxamine 100%. activation, % at 7.5 µM (by protocol). 300,000 tested, 0.32% active. AID 1910;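 active = mean activation of at least 10% of the iron chelator positive control signal, with at least half of replicates also reaching 10%; inconclusive = mean and replicate majority disagree about reaching 10%; inactive = mean and most replicates under 10%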
KLF5 inhibitor = suppresses KLF5 promoter-driven expression. inhibition, % at 5 µM. DLD-1 KLF5 promoter-luciferase reporter, luminescence. 290,000 tested, 0.23% active;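 active = inhibition above a per-plate limit of that plate's mean compound inhibition plus 3 SD, cut at about 60% in these data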;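 note: 0% = DMSO wells and 100% = LY294002 at 200 µM; higher means less KLF5 promoter-driven luciferase light; inactives centre near -14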
HDAC3 inhib = blocks human histone deacetylase 3; 320,000 tested, 0.15% active; O15379; AID 2718; recombinant HDAC3, fluorogenic peptide/trypsin coupled, fluorescence; inhibition, % at 8.3 µM; in the data active = inhibition above about 26%, passing the limit was not always enough; inconclusive = no clear call, values can overlap the other calls
Target sequence (O15379 whole entry, looked up): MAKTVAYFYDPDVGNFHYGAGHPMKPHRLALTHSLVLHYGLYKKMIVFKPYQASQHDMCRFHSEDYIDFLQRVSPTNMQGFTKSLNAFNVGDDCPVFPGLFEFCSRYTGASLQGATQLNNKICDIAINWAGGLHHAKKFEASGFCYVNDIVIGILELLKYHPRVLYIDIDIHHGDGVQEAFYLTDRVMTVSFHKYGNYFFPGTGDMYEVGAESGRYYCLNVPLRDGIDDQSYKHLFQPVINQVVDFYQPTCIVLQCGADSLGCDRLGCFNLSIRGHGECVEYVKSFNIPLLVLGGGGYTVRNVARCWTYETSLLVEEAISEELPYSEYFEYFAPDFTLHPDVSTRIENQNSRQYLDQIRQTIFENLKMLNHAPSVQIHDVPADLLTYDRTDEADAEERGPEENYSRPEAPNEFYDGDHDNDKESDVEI
AI-2 QS mod = modulators of Vibrio harveyi AI-2 quorum sensing system; AID 2094; Vibrio harveyi JMH597 AI-2 luminescence/OD600 ratio, 9 h; active compounds read low; strain lacks LuxN and CqsS sensors; 0 = neutral-control median; activity change, % at 7.5 µM; 300,000 tested, 0.4% active; in the data active = activity change below about -75%, passing the limit was not always enough; inconclusive = no clear call, values can overlap the other calls;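 note: luminescence divided by OD600 gain over 9 h not by final OD600 alone; inactives centre near 13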
IEC-6 cytotox = IEC-6 cytotoxicity, counter-screen for KLF5 inhibitors. inhibition, % at 5 µM. luminescence viability. AID 1825. 290,000 tested, 0.78% active; in the data active = inhibition above about 22%;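 note: 0% = plate median of test compound wells and 100% = cytotoxic reference compound wells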
The depositor's hits bear a star; u = inconclusive; x = not tested or not shown.

The first two entries, to show the layout:
SMILES	HSF-1 act	HSF1 inh	aSyn UTR inh	Platelet DG rel	HSP90 inh	HIF activator	KLF5 inhibitor	HDAC3 inhib	AI-2 QS mod	IEC-6 cytotox
O=C(Nc1nsc(-c2ccccc2)n1)c1cccs1	20	5	-46	4	8	0.3	-137	-3	-5	4
CCOC(=O)C1=C(C)NC(=O)NC1c1ccccc1Cl (stereo unspecified)	0	1	21	5	6	-0.6	11	3	-4	2

The whole of this part, from the first entry:
SMILES	HSF-1 act	HSF1 inh	aSyn UTR inh	Platelet DG rel	HSP90 inh	HIF activator	KLF5 inhibitor	HDAC3 inhib	AI-2 QS mod	IEC-6 cytotox
O=C(Nc1nsc(-c2ccccc2)n1)c1cccs1	20	5	-46	4	8	0.3	-137	-3	-5	4
CCOC(=O)C1=C(C)NC(=O)NC1c1ccccc1Cl (stereo unspecified)	0	1	21	5	6	-0.6	11	3	-4	2
COc1ccccc1CC(NC(C)=O)C(=O)NC1CCN(C(=O)Nc2ccc(F)cc2)CC1 (stereo unspecified)	3	0	-2	-3	-2	0.1	-20	-1	10	-2
CS(=O)(=O)N1CCCC(C(=O)Nc2ccccc2Cl)C1 (stereo unspecified)	-52	-40	11	-1	0	0.9	7	1	13	0
Cc1ccccc1NC(=O)Cn1c(=O)oc2ccccc21	-7	-6	7	-5	0	-1.1	-17	-4	9	-2
CCCNC(=O)C(Cc1ccccc1)NS(=O)(=O)c1cccc2nsnc12 (stereo unspecified)	0	-3	3	1	1	0.0	-31	5	13	-3
Cc1cc(C)n(-c2ccc(Cl)c(C(=O)OCC(=O)N3CCCCC3C)n2)n1 (stereo unspecified)	-11	-1	35	-34	x	0.4	x	-2	17	x
COc1cc(/C=C/C(=O)OCC(=O)NC(=O)NC(C)(C)C)ccc1O	-7	2	-33	-3	-3	0.2	-25	6	4	0
CC(C)c1ccc(N2CC(C)(C)C2=O)cc1	5	-2	-44	-1	0	0.6	-5	-4	28	2
CCCNC(=O)C1CC(c2cccc(F)c2)=NO1 (stereo unspecified)	10	9	-4	-5	x	0.2	x	1	18	x
CCCCNC(=S)N/N=C/c1ccc(OCC(=O)Nc2c(C)cc(C)cc2C)c(OC)c1	43	5	8	4	0	-0.6	-6	-3	12	-2
CC(C)(C)C(=O)COc1ccccc1[N+](=O)[O-]	4	-9	-32	-8	-4	-0.3	8	7	2	1
COc1ccc(C2=[N+]([O-])C(C)(C)C(c3ccccc3)=N2)cc1	4	1	1	3	1	1.2	4	6	1	-7
CCCCn1c(-c2ccccc2)nnc1-c1ccccc1	-33	-12	34	6	4	-0.9	-8	9	5	-3
COc1ccc(CNc2ncnc3cc(OC)c(OC)cc23)cc1OC	-2	2	5	1	2	0.1	-16	5	15	7
Cc1cccc(OCc2nnc(N)s2)c1	4	-3	-21	0	3	0.5	-40	1	12	-1
O=C(/C=C/c1ccc(F)cc1)N1CCN(Cc2ccccc2)CC1	0	2	-52	-3	x	1.0	x	-1	8	x
CSc1cccc(CN2CCN(CCC(C)C)C(CCO)C2)c1 (stereo unspecified)	8	5	-12	2	0	-0.8	-19	-7	4	4
COc1ccc(N2C(=O)C3C(C2=O)C2C=CC3C23CC3)c(OC)c1 (stereo unspecified)	x	x	x	x	-2	x	-21	u	x	2
Cc1ccccc1NS(=O)(=O)c1ccc(C(=O)N2CCC2)cc1	2	-6	10	-1	x	-11	x	-2	19	x
Cc1nn(CC(C)C)c2sc(C(=O)NC3CC(C)(C)NC(C)(C)C3)cc12	3	-9	-2	-20	-3	0.4	-13	-5	15	-8
Cc1cccc(N(CC(=O)NC2CCCC2)C(=O)CCC(=O)Nc2ccccn2)c1	-25	-4	-7	8	4	0.6	-9	-6	30	13
COc1ccc(N2CCN(c3ncnc4scc(-c5ccc(C)cc5)c34)CC2)cc1	12	-4	13	0	3	1.3	29	-3	x	8
[N-]=[N+]=NC[C@H](Cc1ccccc1)N1CC[C@@H](OCc2ccccc2)CCC1=O	-7	6	-11	3	-6	-1.3	-14	1	6	0
CC(C)CNC(=O)CC(=O)N/N=C/c1ccc(Br)cc1	x	x	25	1	1	0.1	-29	0	4	-2
O=C(NC(=S)N1CCN(Cc2ccccc2)CC1)c1cccnc1	-1	-10	-1	2	4	-0.2	6	-1	38	6
O=C(Cc1ccc([N+](=O)[O-])cc1)NCc1cccnc1	6	0	-9	2	-2	-0.6	-34	3	6	-3
COc1ccccc1N(CC(=O)N1CCC(C(N)=O)CC1)S(=O)(=O)c1ccccc1	13	-7	2	1	-4	-0.1	-7	2	30	-7
COc1ccccc1NC(=S)N1CCC(NC(=O)NC23CC4CC(CC(C4)C2)C3)CC1	x	x	7	-4	-1	-0.4	-19	-2	13	0
COc1ccc2cc(CN(Cc3ccco3)C(=S)NCC3CCCO3)c(=O)[nH]c2c1 (stereo unspecified)	55*	25	12	5	-2	0.0	1	0	3	-5
O=P(CCO)(c1ccccc1)c1ccccc1	-2	0	7	1	0	0.0	-1	-3	29	6
CCOC(=O)c1cnn(-c2cc(Oc3cccc(C)c3)ncn2)c1N	10	4	-61	2	-1	0.5	-4	0	3	2
Cc1ccc(C(=O)OCCOc2cccc(Cl)c2)cc1S(=O)(=O)N1CCOCC1	30	12	2	-6	x	-22	x	-4	18	x
CN(C)c1ccc(/C=N/NC(=O)CNC(=O)/C=C/c2ccccc2)cc1	-9	1	6	1	-1	0.1	-26	-10	14	2
Cc1ccc(S(=O)(=O)N2CCC(=O)N(C(COCc3ccc(Cl)cc3Cl)Cc3ccccc3)CC2)cc1 (stereo unspecified)	13	3	22	-12	2	-4.0	20	1	4	0
O=C1NC(c2ccccc2Cl)=N/C1=C/c1ccco1	15	-3	-142	7	-2	3.8	-8	5	3	-5
Cc1ccc(S(=O)(=O)N(C)C)cc1NC(=O)COC(=O)c1sc2cc(Cl)ccc2c1Cl	4	6	-2	4	9	-0.3	-28	8	14	1
C=CCn1c(C)cc(C(=O)CN2NS(=O)(=O)c3ccccc3C2=O)c1C	x	x	-32	-2	35*	4.8	-88	u	36	-2
Cc1[nH]c(=O)[nH]c(=O)c1/C=C/C(=O)O	-13	-6	12	22	-3	-0.1	-25	x	3	-6
CCOC(=O)c1cnn(CCOC(=O)c2ccccc2F)c1NC(=O)c1ccccc1F	-4	2	19	2	-2	0.0	-21	-6	10	-6
Cc1ccc2nc(NS(C)(=O)=O)sc2c1	-38	-36	-36	-2	0	-0.5	-24	2	17	-1
Cn1c(C(=O)NC2CC2)cc2c(=O)n(C)c3ccccc3c21	8	4	-4	5	2	0.5	-21	0	5	8
O=C(O)CCN1C(=O)c2ccccc2C1=O	-1	-1	0	1	8	-0.3	-34	x	9	-2
CC(C)C[C@@H](CC#N)N1CCN(Cc2ccccc2)CCC1=O	-69	-61*	-6	7	-4	0.8	-8	-1	5	-8
O=C(O)c1cnc(N2CCOCC2)nc1	-11	1	-11	13	0	0.0	-14	-3	24	-6
COc1ccc(/C(N)=N/OC(=O)CCCc2ccccc2)cc1OC	12	11	-13	0	-3	0.4	-9	-3	11	3
C=CCOc1ccc(CNCCO)cc1OCC	4	-1	19	5	1	-0.1	-19	-1	8	-2
OCc1ccnc(Cl)c1	7	-8	-3	6	1	-0.5	-17	-10	19	-5
COC(=O)N(NC(=O)C(O)(c1ccccc1)c1ccccc1)c1ccc(C)cc1	0	-1	-8	3	5	-0.2	-17	13	31	1
CCOc1ccc(N(C(=O)CNS(=O)(=O)c2ccccc2)C(CC)C(=O)NCc2ccco2)cc1 (stereo unspecified)	5	4	17	2	3	-0.4	16	-2	16	2
Cc1ccc(NS(=O)(=O)c2ccc(NC(=O)C3CC3)cc2)c(C)c1	3	-3	6	-16	1	-0.3	-11	-3	-7	-2
CCCCC(=O)Nc1nnc(S(=O)(=O)N2CCCc3ccccc32)s1	11	2	11	-3	-2	-0.2	-1	-1	11	3
COc1ccc(C(=O)CSc2nnc3n2CCCN3C(=O)Nc2ccccc2)cc1	-5	-5	0	12	-1	-0.9	-28	-3	17	-5
CCCCCn1c(Br)nc2c1c(=O)n(CC(N)=O)c(=O)n2C	-1	-1	-12	-2	-2	-0.7	-2	-3	3	-5
CCOc1ccc(CNC(=O)CCS(=O)(=O)c2ccc3c(c2)oc(=O)n3C)cc1	-81	-76*	-1	-2	-7	-0.4	5	8	16	-7
CC1CC(C)CN(S(=O)(=O)c2ccc(C(=O)NCc3ccco3)cc2)C1 (stereo unspecified)	3	3	16	-1	-2	0.3	4	-4	8	2
O=C(c1ccc(F)cc1)C1CCN(S(=O)(=O)c2ccccc2)CC1	0	3	12	7	2	-0.3	-43	5	1	-2
FC(F)Oc1ccc(NC(=S)Nn2cnnc2)cc1	-11	-3	5	-3	8	-2.8	6	9	9	4
COc1ccc(CCNc2ccc(N3C(=O)CC(C)C3=O)cc2[N+](=O)[O-])cc1 (stereo unspecified)	-4	4	4	4	-5	-0.5	-21	0	13	-4
CC(=O)N1CCc2ccc(S(=O)(=O)N3CC(C)OC(C)C3)cc21 (stereo unspecified)	2	-5	-2	-24	1	0.9	-15	2	-1	-1
(further entries)
SMILES	HSF-1 act	HSF1 inh	aSyn UTR inh	Platelet DG rel	HSP90 inh	HIF activator	KLF5 inhibitor	HDAC3 inhib	AI-2 QS mod	IEC-6 cytotox
Cc1cc(C(=O)OCC(=O)Nc2cccnc2Cl)c2ccccc2n1	-13	0	-11	0	2	-0.3	-12	7	18	3
Cc1ccc(C(=O)NCC(=O)OCC(=O)NC2CCCC(C)C2C)s1 (stereo unspecified)	-6	0	-6	-5	2	0.2	-5	-6	0	-7
O=C(Cn1nnc(-c2ccccc2NC(=O)c2ccccc2F)n1)NC1CCCC1	3	-9	4	8	2	0.0	-34	1	4	2
Cc1csc(C(=O)O)c1NC(=O)c1ccc(F)cc1	24	2	2	19	3	-0.1	3	-1	14	3
CSCC[C@H](NC(=O)OC(C)(C)C)C(=O)N/N=C/c1ccc2nccnc2c1	x	x	x	x	5	x	8	-3	-2	8
CCC(CO)Nc1ccc(-c2nn(C)c(=O)c3ccccc23)cc1[N+](=O)[O-] (stereo unspecified)	9	-2	-35	-3	-3	-0.5	-18	5	10	9
COc1ccccc1Oc1ccc(N/C=C/C(=O)c2ccc(C)o2)cc1	-7	-9	-89	0	4	0.2	7	4	21	0
CC(=O)Nc1ccc(NC(=O)COc2ncnc3ccccc23)cc1	6	-1	5	-7	1	-0.4	-11	2	-9	-2
O=C(CN1C(=O)CCC1=O)NC(=O)NC1CCCC1	-2	4	-7	0	6	0.0	4	-4	16	6
CN1CCN(S(=O)(=O)c2ccc3c(c2)oc(=O)n3C)CC1	-8	-5	-10	9	-5	1.3	-20	0	24	-2
CCO[C@@H]1OC(C(=O)N2CCN(C)CC2)=C[C@H](c2csc3ccccc23)[C@H]1CCCO	-13	4	18	-3	8	-0.3	20	2	15	1
CSc1ncc(C(=O)Nc2ccc(C(C)=O)cc2)c(-c2ccccc2)n1	14	-7	-45	-9	2	-16	-52	5	4	11
CCOC(=O)CN1CC23C=CC(O2)C(C(=O)Nc2ccc(OCC)cc2)C3C1=O (stereo unspecified)	8	2	-14	-17	-2	-0.2	12	0	20	-4
O=S1(=O)C[C@@H](O)[C@@H](Nc2ccc(Cl)cc2)C1	-11	0	9	6	5	-0.2	-13	-3	15	-1
CNC(=O)NC(=O)CSc1ncc(C(F)(F)F)cc1Cl	23	4	3	11	-1	-1.1	-23	2	23	-2
